Bioassay records deposited in PubChem by several laboratories.
WT yeast gro inh: growth inhibition of WT yeast, mitochondrial fusion screen | inhibition, % at 10 µM | mitochondrial fusion phenotypic screen, WT strain | hit rate 2.1% among 190,000; in the data active = inhibition above about 58%; tested in S. cerevisiae
Rac1 GTP hydrolysis: MgcRacGAP GTPase-activating activity inhibitors, confirmation, biochemical, ADP Hunter fluorescence. MgcRacGAP-stimulated Rac1 GTP hydrolysis, ADP Hunter fluorescence; higher % means a stronger effect; GST-tagged Rac1 F28L mutant substrate. inhibition, % at 30 µM; hits with a dose series show IC50 in µM. hit rate 0.6% among 340,000;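 active = first-screen hits whose inhibition reached a set limit at any dose in the follow-up dose series; inconclusive = inhibition above the set first-screen limit but never retested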;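 also: fluorescence reports GDP produced by GAP-driven GTP hydrolysis; strong numbers were not always called active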
SV40 large T antigen: TAg ATPase/helicase activity blockers – biochemical (AID 1903); SV40 large T antigen ATPase/helicase inhibition assay; higher % means a stronger effect; one-dose inhibition, % at 20 µM; IC50 in µM for titrated hits; hit rate 0.39% among 310,000; in the data active = a potency from the dose series; inconclusive = inhibition mostly from about 32% at the one dose, without a potency; inactive = the rest, 99 in 100 with inhibition below about 32%; also: strong numbers were not always called active
West Nile antiviral: inhibition of WNV-induced cytopathic effect – cell-based, CPE readout (AID 1621). CPE inhibition, % at 10 µM, or IC50 in µM where a hit was titrated. hit rate 0.02% among 290,000. West Nile virus-infected cells, CPE inhibition; higher % means a stronger effect; in the data active = a potency from the dose series; inconclusive = CPE inhibition mostly from about 3.7% at the one dose, without a potency; inactive = the rest, 99 in 100 with CPE inhibition below about 2.2%; also: strong numbers were not always called active
PhoP inhibition: inhibitors of PhoP regulon expression, primary screen, Salmonella Typhimurium, GFP reporter (AID 1863); S. Typhimurium PhoP-regulated promoter GFP reporter, 4 h; higher % means a stronger effect; inhibition, % at 50 µM, or IC50 in µM where a hit was titrated; hit rate 0.16% among 300,000;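 active = inhibition over 29.93%, a cutoff 3 SD above the screen mean, later confirmed by dose response; inconclusive = inhibition over 29.93% but no dose response follow-up; inactive = inhibition at most 29.93% or unconfirmed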;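 also: 0% = low Mg2+ inducing control and 100% = high Mg2+ repressing control; strong numbers were not always called active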
T cell HTS: T cell immune modulation candidate; calls only at 7 µM; hit rate 0.068% among 330,000; 2C CD8+ T cell-vesicle binding, flow cytometry; active compounds read low;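 active = response, share of CD8 T cells binding vesicles, and their 90th percentile fluorescence all below set limits, cut at about 80% in these data, passing the limit was not always enough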
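System: murine 2C transgenic CD8+ T lymphocytes; also added: QL9-loaded Drosophila micro-vesicles; times: binding 1.5 h at 37 °C; measured by: flow cytometry, PE anti-B7-1 (FL2) versus Alexa647 anti-CD8 (FL8), PFA-fixed; control set: Peptide-free naked vesicles (low) and QL9 vesicles with 0.7% DMSO vehicle (high)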
RSV CPE inhibition: RSV antiviral activity via CPE protection, HEp-2 cells, primary 10 µM value included (AID 2391). HEp-2 cells, RSV-induced CPE inhibition; higher % means a stronger effect. CPE inhibition, % at 10 µM, or IC50 in µM where a hit was titrated. hit rate 0.13% among 310,000; in the data active = a potency from the dose series; inconclusive = CPE inhibition mostly from about 23% at the one dose, without a potency; inactive = the rest, 99 in 100 with CPE inhibition below about 21%; also: strong numbers were not always called active
b-catenin transl: alters nuclear translocation of beta-catenin in HeLa cells; immunofluorescence imaging; nuclear translocation activity, % at 5 µM; hit rate 0.3% among 190,000;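 active = nuclear translocation activity above 50% at 5 µM, with a well cell count of 50 or more; inconclusive = wells under 50 cells across six images, flagged as toxic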;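 also: per-cell ratio of nuclear to cytoplasmic median beta-catenin stain intensity; plate controls were DMSO negative control for no effect and GSK-3 inhibitor IX positive control for full effect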
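Technique: fluorescence imaging of beta-catenin antibody stain plus DAPI / Material: human HeLa cell line / Incubation: compound treatment 24 h, 37°C, 5% CO2 / Read-out basis: % activation of per-cell nuclear versus cytoplasmic median beta-catenin signal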
Myeloid diff 2: myeloid differentiation induction; hit rate 1% among 360,000; calls only at 10 µM; AID 624256; ER-HoxA9 myeloid progenitors, lysozyme-GFP differentiation, flow cytometry;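 active = normalized GFP-positive differentiation at or above the plate's own cutoff, the solvent-only control mean plus 3 SD; inconclusive = no clear call, values can overlap the other calls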;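 also: cells exposed to compound for four days before flow analysis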
WT yeast gro inh mutant strain: second read-out of WT yeast gro inh, no call of its own (marks repeat the call); inhibition, %; mitochondrial fusion phenotypic screen, mutant strain inhibition
b-catenin transl cell count 5 µM: recorded beside b-catenin transl, whose call it bears; cell count; measured here: cell count, cytotoxicity flag
T cell HTS vesicle-bound %: second read-out of T cell HTS, no call of its own (marks repeat the call); double positive events, %; measured here: CD8+ vesicle-bound cell fraction;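 binding gate set so that unloaded-vesicle control wells show 10% double positive cells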
Myeloid diff 2 GFP+ MAC1+ %: recorded beside Myeloid diff 2, whose call it bears; GFP+ MAC1+ double positive, %; measured here: differentiation confirmed by MAC1 staining
* = called active by the depositor; i = inactive; ? = inconclusive; nt = no result given; + = active, no number.

entry	molecule	T cell HTS vesicle-bound %	WT yeast gro inh mutant strain	SV40 large T antigen	WT yeast gro inh	West Nile antiviral	Myeloid diff 2	T cell HTS	RSV CPE inhibition	Myeloid diff 2 GFP+ MAC1+ %	b-catenin transl cell count 5 µM	Rac1 GTP hydrolysis	b-catenin transl	PhoP inhibition
1	COc1ccc(NC(=O)COC(=O)c2ncc(Cl)c(Cl)c2Cl)c(OC)c1	7	-13	7%	3	0.1%	i	i	1.5%	0.2	944	11%	-0.3	5%
2	COc1ccc(/C=C/C(=O)c2ccncc2)c2ccccc12	48	10	18%	11	-1.8%	i	i	2.5%	0.5	1065	14%	1.1	-12%
3	CC(C)c1ccc(N2C(=O)CC(Sc3ncn[nH]3)C2=O)cc1 (centres undefined)	48	43	14%	15	0.1%	i	i	3.6%	0.9	nt	-9%	nt	-1%
4	O=C(c1cc2n(n1)C(C(F)(F)F)CC(c1ccco1)N2)N1CCN(c2ccccn2)CC1 (centres undefined)	30	-3	2%	12	0.0%	i	i	-0.9%	0.8	1181	14%	-3.0	1%
5	Cc1ccc(/C=C2/SC(=S)N(C3CCCCC3)C2=O)o1	16	nt	32%	nt	0.5%	i	i	-0.6%	5.9	nt	11%	nt	2%
6	COc1ccc(CCNC(=O)c2nnn(CC(=O)Nc3ccc(C)cc3C)c2N)cc1OC	9	nt	0%	nt	0.5%	i	i	-0.1%	5.0	nt	8%	nt	1%
7	Cn1c(=O)[nH]c(=O)c2c1nc(SCCN1CCOCC1)n2CCCc1ccccc1	18	-1	3%	15	-0.3%	i	i	1.1%	0.7	nt	9%	nt	-3%
8	COc1ccc(C(C(=O)NC2CCCCC2)N(C(=O)c2cccs2)c2ccc3c(c2)OCO3)cc1 (centres undefined)	44	-20	0%	6	?	i	i	3.7%	1.3	1326	9%	0.6	16%
9	CN(C)CCCNC(=O)C(=O)NCC1OCCN1S(=O)(=O)c1cc(F)ccc1F (centres undefined)	18	nt	13%	nt	0.0%	i	i	4.4%	0.0	nt	8%	nt	4%
10	Cc1cccc(C)c1-n1c(SCC(=O)NCc2ccco2)nc2ccccc2c1=O	61	6	9%	-29	0.0%	i	i	0.5%	0.9	1333	1%	2.5	5%
11	Cc1cccc(OCc2nnc(SCC(=O)Nc3ncc(C)s3)o2)c1	27	2	4%	-5	0.1%	i	i	0.3%	0.7	1021	5%	-0.8	-8%
12	O=C(CCC(=O)N1CCN(c2ccccc2F)CC1)c1ccc(F)cc1	43	nt	15%	nt	-0.9%	i	i	2.8%	0.3	1184	11%	0.5	-3%
13	CCc1nnc(NC(=O)CSc2nnc(-c3cccnc3)n2CC)s1	34	-3	-1%	-3	0.8%	i	i	1.7%	1.2	1131	-13%	-1.6	-1%
14	CCN(CC)CCNC(=O)c1cc2cc3ccc(OC)cc3nc2o1	26	nt	7%	nt	-0.6%	i	i	0.6%	0.7	nt	15%	nt	-2%
15	CN(C)S(=O)(=O)c1ccc2c(c1)c(=O)c(C(=O)N1CCN(c3ccccn3)CC1)cn2C	57	4	8%	2	0.4%	i	i	2.4%	2.5	1190	3%	-2.2	-2%
16	COc1cc(C(=O)Nc2ccccc2N2CCCCC2)cc(OC)c1OC	9	nt	8%	nt	0.1%	i	i	15%	1.0	nt	12%	nt	2%
17	O=C(CN1C(=O)CCC1=O)Nc1nc(-c2nc3ccccc3s2)cs1	40	12	2%	-4	-0.4%	i	i	3.3%	2.0	1110	8%	-3.5	-5%
18	CCn1c(-c2ccccc2)ccc(C#N)c1=O	29	37	2%	-8	0.0%	i	i	16%	1.8	1099	6%	-1.1	8%
19	NC(=O)c1ccc(NC(=O)CSc2cn(CC(=O)N3CCOCC3)c3ccccc23)cc1	8	nt	2%	nt	0.5%	i	i	0.8%	0.8	nt	-8%	nt	-5%
20	O=C(O)c1ccc(CNCc2cccc(Cl)c2Cl)cc1	40	-2	4%	-1	0.4%	i	i	2.1%	0.6	1192	-3%	-3.7	-14%
21	CC(=O)N1CCN(C(=S)NC(=O)C23CC4CC(CC(C4)C2)C3)CC1	32	6	4%	-22	0.5%	i	i	3.4%	0.1	1035	-3%	-1.5	6%
22	c1cncc(COC2CCCN(Cc3nc(-c4cccs4)no3)C2)c1 (centres undefined)	55	3	-9%	12	-1.5%	i	i	-0.3%	0.4	1075	6%	-0.2	-10%
23	COc1cccc(NC(=O)C2C3CC4OC(=O)C2C4C3)c1 (centres undefined)	58	28	3%	16	0.5%	i	i	0.2%	0.7	1012	9%	-0.1	-2%
24	CN(Cc1ccc(F)cc1)S(=O)(=O)c1nnc(NC(=O)c2ccccc2Br)s1	53	nt	9%	nt	-0.4%	i	i	3.6%	0.9	nt	14%	nt	-17%
25	COC(=O)c1cc(C)sc1NC(=O)CCc1ccccc1	5	nt	-4%	nt	-1.3%	i	i	-0.2%	0.3	nt	8%	nt	3%
26	Cc1ccc(C2=NN=C(NC(=O)C(F)(F)F)SC2)cc1	nt	16	15%	7	0.1%	i	nt	nt	0.5	1022	19%	-1.0	-3%
27	O=c1oc2cc(O)ccc2cc1-c1nc2c(s1)CCc1ccccc1-2	55	97*	2%	98*	-0.7%	+	i	2.2%	11*	1002	11%	-1.1	-15%
28	CCN(C(=O)CSc1nnc(-c2ccncc2)n1Cc1ccccc1)C1CCS(=O)(=O)C1 (centres undefined)	61	24	6%	-10	0.2%	i	i	0.9%	1.0	1032	-5%	-1.2	-9%
29	CC(C)(C)C(=O)NCCN1C(=O)S/C(=C\c2ccc([N+](=O)[O-])cc2)C1=O	39	6	13%	-25	-1.6%	i	i	0.5%	0.3	nt	11%	nt	10%
30	COc1ccccc1N1CCN(CC(=O)c2ccc3ccn(C(C)=O)c3c2)CC1	44	-7	14%	-3	-0.1%	i	i	1.6%	3.8	nt	-5%	nt	2%
31	CCC(C)(C)n1nnnc1C(c1ccccc1)N1CCN(C2CCCC2)CC1 (centres undefined)	1	-7	4%	-12	-1.0%	i	i	0.0%	2.0	432	2%	-12	-9%
32	CCc1nn(CC(=O)NCCc2ccc(OC)cc2OC)c(=O)c2cc3occc3n12	22	nt	7%	nt	-0.3%	i	i	nt	0.6	nt	12%	nt	-1%
33	Cc1cccn2c(=O)nc(SCC(=O)Nc3cccc4ccccc34)nc12	20	nt	11%	nt	nt	i	i	2.0%	1.2	nt	5%	nt	-3%
34	CCCn1c(C)cc(C(=O)CN2C(=O)c3cccc(N)c3C2=O)c1C	42	-4	1%	7	nt	i	i	-0.5%	1.2	1171	3%	-0.8	-1%
35	CN(C)S(=O)(=O)c1ccc(C(=O)Nc2ccn(C)n2)cc1	32	nt	4%	nt	-0.1%	i	i	1.5%	0.6	nt	7%	nt	3%
36	O=C(OCC(=O)N1CCCC1)c1cc(F)c(F)cc1Cl	28	nt	7%	nt	-0.1%	i	i	0.9%	2.1	nt	0%	nt	1%
37	COc1cc(/C=N/NC(=O)c2c(-c3ccccc3)noc2C)ccc1O	58	1	15µM*	-8	0.4%	i	i	1.6%	1.1	952	50µM*	1.1	0%
38	CCOC(=O)N1CCN(C(=O)c2ccc3c(SCC(=O)O)c4c(nc3c2)CCCC4)CC1	43	21	38%	11	0.5%	i	i	3.1%	2.2	1058	1%	-0.6	12%
39	O=C1C=C(c2ccc(-c3ccccc3)c(F)c2)C[C@@H](c2ccc3c(c2)OCO3)C1	22	nt	nt	nt	nt	i	i	0.9%	1.6	nt	1%	nt	nt
40	O=C(c1ccc(Cl)s1)N1CCN(c2ncccn2)CC1	35	nt	15%	nt	0.1%	i	i	4.0%	0.8	1289	10%	0.6	-6%
41	COc1ccc(C2=NOC(C(=O)NCc3ccc(F)cc3)C2)cc1 (centres undefined)	24	10	-2%	6	nt	i	i	4.0%	6.7	898*	5%	65*	0%
42	Cc1ccc(NC(=O)c2ccc(S(=O)(=O)N3CCC(C)CC3)cc2)cc1	33	-1	4%	-11	-0.3%	i	i	4.7%	0.3	1007	3%	0.1	-10%
43	O=C(c1cnn(Cc2ccccc2)c1)N1CCN(S(=O)(=O)/C=C/c2ccccc2)CC1	15	nt	nt	nt	nt	i	i	1.7%	1.2	nt	9%	nt	nt
44	Cc1cc2ncn(-c3nnnn3-c3ccccc3)c2cc1C	13	-5	15%	-10	-0.9%	i	i	3.1%	1.0	1148	7%	1.0	-2%
45	CC(=O)c1ccc(N2CCN(S(=O)(=O)c3ccc4c(c3)CC(=O)N4C)CC2)cc1	63	nt	10%	nt	-0.4%	i	i	0.7%	3.8	nt	11%	nt	3%
46	Cc1cccc(OCC(=O)Nc2ccc3c(c2)nc(CCN2CCCCC2)n3C)c1	3	nt	10%	nt	0.3%	i	i	0.0%	1.3	nt	5%	nt	-4%
47	Nc1nnc(SCC(=O)OCC(=O)c2ccccc2)s1	24	8	13%	-7	0.1%	i	i	1.8%	0.3	1069	6%	1.3	9%
48	CCOC(=O)Cn1nc(C)cc1NC(=O)c1cc(OC)c(OC)c(OC)c1	56	nt	8%	nt	0.1%	i	i	1.6%	0.1	nt	11%	nt	nt

Compound profiles, from the list above. Order of values: T cell HTS vesicle-bound %, WT yeast gro inh mutant strain, SV40 large T antigen, WT yeast gro inh, West Nile antiviral, Myeloid diff 2, T cell HTS, RSV CPE inhibition, Myeloid diff 2 GFP+ MAC1+ %, b-catenin transl cell count 5 µM, Rac1 GTP hydrolysis, b-catenin transl, PhoP inhibition
COc1ccc(C2=NOC(C(=O)NCc3ccc(F)cc3)C2)cc1 (centres undefined) as listed: 24, 10, -2%, 6, nt, i, i, 4.0%, 6.7, 898*, 5%, 65*, 0%
Cc1cccn2c(=O)nc(SCC(=O)Nc3cccc4ccccc34)nc12 as listed: 20, nt, 11%, nt, nt, i, i, 2.0%, 1.2, nt, 5%, nt, -3%
CCCn1c(C)cc(C(=O)CN2C(=O)c3cccc(N)c3C2=O)c1C as listed: 42, -4, 1%, 7, nt, i, i, -0.5%, 1.2, 1171, 3%, -0.8, -1%
